Screening results (PubChem BioAssay)
STAT3 act = increases IL-6 driven STAT3 reporter signal | U3A cells, IL-6 STAT3-luciferase reporter, luminescence; 100% = signal with IL-6 EC80 alone | activation (% of control), % at 5.6 µM | actives 0.91% (n = 190,000) | AID 871;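 active = activation above the screen-wide mean of compound activation plus 3 SD, cut at about 130% in these data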;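 also: 0% = background luminescence of wells with medium and substrate only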
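Detection: reporter luminescence signal / Assay system: STAT1-lacking human U3A cells, STAT3 luciferase reporter / Incubation: compound pre-incubation 1 h before IL-6, then 6 h stimulation at 37 °C / Control set: IL-6-only high control / Read-out: % activation relative to IL-6 control / Probe or stimulus: Interleukin-6, 33 ng/mL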
Hsp70 act = Hsp70 transcriptional activation, primary screen | HeLa Hsp70 promoter luciferase reporter, luminescence; scaled: vehicle 0, proteasome-inhibitor control 100% | activation, % at 10 µM | actives 0.04% (n = 200,000) | AID 1203;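 active = activation above the mean across all tested compounds plus 3 SD, cutoff set per campaign, cut at about 5.5% in these data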;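 also: 100% = MG132 at 30 µM as the positive control and 0% = DMSO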
G6PDH CS = L. mesenteroides G6PDH inhibition counter-screen; Purified L. mesenteroides G6PDH, diaphorase/resazurin coupled fluorescence, 45 min; inhibition, % at 5 µM; actives 0.12% (n = 200,000); AID 1020; in the data active = inhibition above about 50%
STAT1 blocker = STAT1 signaling inhibition. NIH 3T3 STAT1-luciferase reporter, IFN-gamma, luminescence. inhibition, % at 5.5 µM. actives 0.35% (n = 200,000);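 active = inhibition above a set limit, the mean inhibition across all tested compounds plus 3 SD, cut at about 34% in these data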;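 also: 0% = IFN-gamma with DMSO and 100% = IFN-gamma with 300 µM nifuroxazide; values of inactives mirror those of a sister screen read the other way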
STAT1 activator = STAT1 signaling activation | AID 932 | NIH 3T3 STAT1-luciferase reporter, IFN-gamma, luminescence; 100% = IFN-gamma alone, no compound | activation (% of control), % at 5.5 µM | actives 2.6% (n = 200,000);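 active = activation above the screen-wide mean activation plus 3 SD, cut at about 130% in these data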;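 also: raw ratio to IFN-gamma control signal so 100% means no change and 0% no light; values of inactives mirror those of a sister screen read the other way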
STAT3 blocker = reduces IL-6 driven STAT3 reporter signal; U3A cells, IL-6 STAT3-luciferase reporter, luminescence; host cell line lacks STAT1; inhibition, % at 5.5 µM; actives 0.89% (n = 190,000); AID 862;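 active = inhibition above the mean inhibition across all screened compounds plus 3 SD, cut at about 44% in these data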;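 also: 0% = DMSO only wells and 100% = 100 µM nifuroxazide control wells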
APP transl inh = APP translation inhibition. SH-SY5Y APP 5'UTR-luciferase reporter, luminescence. inhibition, % at 2 µM. actives 0.82% (n = 190,000). AID 1285;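 active = inhibition above a set limit, derived from the sample mean plus 3 SD, cut at about 45% in these data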; also: values of inactives mirror those of a sister screen read the other way
TLR4 MyD88 comp = blocks binding of human TLR4 to MyD88. HeLa CL3-4 TLR4/MyD88 BLA complementation, FRET ratio. inhibition, % at 8.4 µM. actives 0.18% (n = 200,000); in the data active = inhibition above about 25%;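 also: 0% = vehicle and 100% = reference inhibitor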
Target sequence (O00206 whole entry, looked up): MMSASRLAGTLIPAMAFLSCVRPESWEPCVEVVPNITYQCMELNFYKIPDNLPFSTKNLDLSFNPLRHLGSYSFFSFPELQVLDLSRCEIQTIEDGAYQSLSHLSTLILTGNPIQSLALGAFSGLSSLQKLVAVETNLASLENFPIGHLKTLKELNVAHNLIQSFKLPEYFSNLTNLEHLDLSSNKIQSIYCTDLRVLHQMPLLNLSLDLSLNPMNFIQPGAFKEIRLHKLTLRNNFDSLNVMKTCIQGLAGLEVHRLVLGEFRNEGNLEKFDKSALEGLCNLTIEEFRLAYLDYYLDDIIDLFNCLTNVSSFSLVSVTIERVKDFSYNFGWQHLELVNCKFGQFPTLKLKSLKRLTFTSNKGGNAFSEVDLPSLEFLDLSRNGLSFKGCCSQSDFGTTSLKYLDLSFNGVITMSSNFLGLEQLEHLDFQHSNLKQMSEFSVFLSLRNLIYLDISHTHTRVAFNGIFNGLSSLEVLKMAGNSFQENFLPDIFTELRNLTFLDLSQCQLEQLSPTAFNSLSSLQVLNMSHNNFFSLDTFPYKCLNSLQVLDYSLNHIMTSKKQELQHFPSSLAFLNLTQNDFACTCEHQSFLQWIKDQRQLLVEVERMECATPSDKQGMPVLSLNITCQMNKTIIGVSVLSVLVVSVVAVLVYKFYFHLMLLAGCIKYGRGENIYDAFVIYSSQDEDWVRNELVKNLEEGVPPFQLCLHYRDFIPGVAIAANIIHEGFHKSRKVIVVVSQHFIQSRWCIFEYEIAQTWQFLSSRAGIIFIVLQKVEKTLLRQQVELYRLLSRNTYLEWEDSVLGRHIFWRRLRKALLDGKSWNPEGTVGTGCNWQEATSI
Target sequence (Q99836 whole entry, looked up): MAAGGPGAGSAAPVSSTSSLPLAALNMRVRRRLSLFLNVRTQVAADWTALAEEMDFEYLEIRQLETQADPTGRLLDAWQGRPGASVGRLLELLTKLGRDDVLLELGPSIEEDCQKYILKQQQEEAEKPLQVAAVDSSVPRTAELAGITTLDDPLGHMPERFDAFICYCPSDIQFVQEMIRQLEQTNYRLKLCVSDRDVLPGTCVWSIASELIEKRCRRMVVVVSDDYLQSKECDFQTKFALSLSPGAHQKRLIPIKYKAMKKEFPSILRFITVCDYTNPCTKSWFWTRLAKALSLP
Diaphorase act = diaphorase activation or chemical reduction counter-screen | Diaphorase/resazurin coupled assay, resorufin fluorescence, 16 min; hits give high values; 1 = vehicle wells, 0 = NADH-free wells | activation factor at 20 µM | actives 0.005% (n = 190,000);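 active = diaphorase activity raised at least twofold by the compound at 20 µM; inactive = activation factor below 2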
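Material: Clostridium kluyveri diaphorase, purified enzyme; Quantity: enzyme 0.07 U/mL final; Medium: HEPES pH 7.4 buffer with MgCl2 and Tween 20; Dosing: single compound dose of 20 µM, 1% DMSO final; Schedule: 16 min reaction at room temperature; Measured by: red resorufin fluorescence at 544/590 nm excitation/emission.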
Diaph inh CS = counter-screen for diaphorase-based assays: diaphorase inhibitors and chemical oxidizers; diaphorase resazurin-to-resorufin fluorescence, NADH, 16 min; bacterial (C. kluyveri) enzyme, not human; AID 1217; actives 0.69% (n = 190,000); inhibition, % at 20 µM;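 active = primary screen inhibition at 20 µM above a set limit, cut at about 50% in these data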;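 also: plate controls were DMSO with full reaction for no effect and wells lacking NADH for full effect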
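Assay system: diaphorase enzyme from Clostridium kluyveri; Input: enzyme working solution with 0.14 U/mL diaphorase; Timing: 16 min at room temperature; Technique: resorufin fluorescence, excitation 544 nm, emission 590 nm; Benchmarks: positive control minus NADH, DMSO neutral control.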
An asterisk follows results filed as active; . = not tested or not shown.

SMILES	STAT3 act	Hsp70 act	G6PDH CS	STAT1 blocker	STAT1 activator	STAT3 blocker	APP transl inh	TLR4 MyD88 comp	Diaphorase act	Diaph inh CS
N/C(Cn1cncn1)=N\NC(=O)C(=O)Nc1ccccc1	101	-0.2	12	-9	107	3	9	12	1.2	-17
CCOc1ccc(C(=O)OC2CCN(C)CC2)cc1	112	-0.2	10	-4	107	-11	-17	1	1	-3
c1coc(CNc2nc(-c3cccs3)cs2)c1	96	0.0	-2	-31	127	6	-40	10	1	5
CCOC(=O)C1(CCOC)CCN(Cc2nc(-c3cccs3)oc2C)CC1	103	-0.1	23	7	92	2	9	2	0.9	5
Cc1ccccc1OCC(=O)N/N=C/c1ccc(N(C)C)cc1	98	-0.1	0	-1	98	4	-16	-11	0.9	7
Cc1ccc(-c2cc(=O)c3ccc(Cl)cc3[nH]2)cc1	.	0.1	4	-1	103	.	-13	-8	0.8	19
CCC(=O)Nc1cccc(NC(=O)c2ccccc2Cl)c1	95	-0.3	4	15	85	8	4	-5	1	0
COC(=O)c1cc(O)c(O)c(O)c1	98	0.1	22	2	98	-1	6	1	0.5	50*
CC1CCCC(NC(=O)Nc2cccs2)C1C (centres undefined)	105	-0.1	8	1	99	-1	4	8	1	0
N#CCC(=O)Nc1ccc(C(=O)OCC(=O)c2ccc3c(c2)OCCO3)cc1	84	0.1	-1	-17	116	22	-112	-11	1	-3
CCOC(=O)CSc1nc2cc(C(=O)N3CCC(C(N)=O)CC3)ccc2c(=O)n1-c1ccccc1	99	-0.3	33	3	97	4	9	-18	1	2
Cc1ccc(C(=O)N2CC3(C(C)C)CN(C(=O)c4ccc(C)cc4)CC(C(C)C)(C2)C3=O)cc1	106	-0.3	12	-2	102	-1	-9	-4	0.9	6
COc1ccc(C(=O)Nc2ccncc2)cc1OC	110	-0.1	12	-7	107	-5	16	2	0.9	6
Cc1cc(C)c2c(n1)nn1c(NCCCN(C)C)cc(C)nc21	105	-0.3	10	-4	104	-2	-14	3	1	3
CCOC(=O)c1sc(N(Cc2ccccc2)C(=O)COC(=O)c2ccccc2O)nc1C	86	-0.3	2	-7	106	18	-10	-4	0.8	22
COc1ccc(N(CC(=O)N2CCCCC2)S(=O)(=O)c2c(C)nn(C)c2C)cc1	100	-0.1	-1	-1	101	9	6	0	1.1	-7
CN(C)S(=O)(=O)c1ccc(C(=O)Nc2cc(=O)n(C)c(=O)n2C)cc1	95	-0.1	-3	-2	105	3	0	6	0.9	12
O=C(NCc1ccccc1)c1cc(-c2cccc(O)c2)on1	.	0.4	8	-2	101	.	-15	-4	0.9	11
Clc1cccc(NCc2nnc(SCc3ccc(Cl)cc3Cl)o2)c1	100	-0.1	1	-3	104	2	-13	8	0.8	21
COc1ccccc1NC(=O)CSc1ccc2nnc(-c3ccc(C)cc3)n2n1	.	-0.3	8	0	98	.	4	-9	0.7	26
Cc1ccc(-c2cc(NC(=O)CCl)n(-c3ccccc3)n2)cc1	80	0.3	-6	0	100	24	-28	0	1	3
Cc1nc2ccc(NC(=O)N3CCSCC3)cc2nc1C	91	-0.1	9	6	95	14	-10	24	0.8	19
CS(=O)(=O)N(CC(=O)NCCSc1ccccn1)c1cccc2ccccc12	105	-0.3	5	11	90	-7	8	2	1	-2
Cc1cc(C)c2nc(-c3ccccn3)cc(C(=O)NCCc3ccc(S(N)(=O)=O)cc3)c2c1	104	0.9	0	10	90	1	-26	-10	1	4
Cn1c(=O)cc(SCC(=O)NCCN2CCN(c3ccccc3F)CC2)c2cc(Cl)ccc21	97	-0.5	4	7	93	7	11	11	0.9	12
CCOC(=O)c1c(C)n(OCc2ccccc2)c2ccc3c(no[n+]3[O-])c12	102	-0.3	-62	-11	109	2	0	1	0.9	8
C=CCNC(=O)/C(C#N)=C/c1cc(Br)ccc1OC	95	-0.2	3	3	96	12	-14	-8	1	2
O=c1c2ccccc2nnn1CSc1nc2cc(Cl)ccc2c(=O)n1Cc1ccco1	101	-0.4	.	11	90	3	18	1	.	.
COc1ccc(CCNC(=O)CC2Nc3ccccc3NC2=O)cc1 (centres undefined)	123	0.3	17	0	100	-21	-1	8	0.7	27
Cc1ccc(S(=O)(=O)NN2C(=O)c3ccccc3NC2c2ccco2)cc1 (centres undefined)	101	-0.2	4	3	99	4	-7	-4	0.9	12
O=C(NNc1ccc([N+](=O)[O-])cc1)c1ccccc1Cl	98	0.3	5	8	92	4	10	-27	1	-4
CCOc1ccccc1NC(=O)CN1C(=O)C(=O)N(Cc2ccco2)C1=O	100	-0.1	7	0	100	2	4	0	1	3
CCSc1nnnn1-c1ccccc1	98	-0.2	-1	6	95	3	13	-24	0.9	8
CSc1nc2sccc2c(=O)[nH]1	96	0.1	-1	-2	101	7	-29	-2	1.2	-15
CCOC(=O)CC1C(C(=O)OCC)ON2OC(C(=O)OC)C(C(=O)OCC)C12 (centres undefined)	107	-0.2	0	1	93	-9	5	11	0.9	9
CC(=O)c1cccc(NC(=O)c2ccc(C)o2)c1	93	-0.3	5	-8	107	16	-16	-8	1.1	-8

Grouped by structure: the compounds so far with two or more sulfur atoms
SMILES	STAT3 act	Hsp70 act	G6PDH CS	STAT1 blocker	STAT1 activator	STAT3 blocker	APP transl inh	TLR4 MyD88 comp	Diaphorase act	Diaph inh CS
c1coc(CNc2nc(-c3cccs3)cs2)c1	96	0.0	-2	-31	127	6	-40	10	1	5
CS(=O)(=O)N(CC(=O)NCCSc1ccccn1)c1cccc2ccccc12	105	-0.3	5	11	90	-7	8	2	1	-2
CSc1nc2sccc2c(=O)[nH]1	96	0.1	-1	-2	101	7	-29	-2	1.2	-15

More entries follow:
SMILES	STAT3 act	Hsp70 act	G6PDH CS	STAT1 blocker	STAT1 activator	STAT3 blocker	APP transl inh	TLR4 MyD88 comp	Diaphorase act	Diaph inh CS
C[C@@H]1NC(=O)[C@H](CCC(=O)O)NC(=O)c2cc([N+](=O)[O-])cc(F)c2NCCC[C@@H](C(N)=O)NC1=O	106	0.6	12	-5	105	-10	-10	-6	0.8	19
CCN(CCCNC(=O)CCn1c(=O)[nH]c2ccccc2c1=O)c1cccc(C)c1	95	-0.1	2	6	95	8	-6	5	0.9	13
CCCC(=O)Nn1cnc2c(c1=O)C1(CCCCC1)Cc1ccccc1-2	97	-0.4	6	0	102	4	9	8	1.1	-8
CCOC(=O)c1c(C)oc2ccc(OC(=O)N3CCOCC3)cc12	106	-0.3	-14	10	89	-2	-14	-10	0.8	15
CCc1ccc(NC(=O)N2CCN(c3ccccc3)CC2)cc1	102	-0.1	-5	-13	109	4	-2	-12	1	-1
S=C(NCc1ccco1)Nc1cccc(Cl)c1	91	-0.1	9	16	80	19	-3	-11	0.8	15
COc1ccccc1-c1noc(-c2cccnc2)n1	87	-0.1	-11	-10	109	18	-14	13	0.8	22
Cc1ccccc1NC(=O)N1CCCC(c2nc(-c3ccc(C(C)C)cc3)no2)C1 (centres undefined)	98	-0.4	3	-39	135*	12	-112	-9	0.8	24
CCc1ccc(C2CC(c3ccc(C)cc3)Nc3nc(N)nn32)cc1 (centres undefined)	91	-0.1	16	11	91	11	-3	12	1	2
CN(CC(=O)O)S(=O)(=O)c1cc(Cl)ccc1Cl	94	-0.4	-3	3	97	11	6	-5	1	-2
O=C(NCCO)C(=O)NCC1OCCCN1S(=O)(=O)c1cccs1 (centres undefined)	101	-0.3	13	-5	105	1	16	2	1	4
COc1ccc(/C=C/C(=O)Nc2ccc(-n3nncc3-c3ccc(OC)c(OC)c3)cc2)cc1OC	104	-0.5	-43	12	89	-2	-33	1	0.9	7
Cc1c(C(=O)O)sc2ncn(C)c(=O)c12	91	-0.1	-5	-9	109	15	0	-9	0.9	13
Clc1ccc(-c2nnc(NCc3ccccc3)c3ccccc23)cc1	87	-0.1	-9	15	86	11	13	13	0.9	6
COc1ccc(NC(=O)CSc2nnc(Cn3cnc4ccccc43)n2C)cc1	104	-0.2	5	3	93	-4	9	-2	0.9	9
O=C(CNC(=S)N(Cc1ccc(F)cc1)C1CCCCC1)NCCN1CCOCC1	94	-0.3	9	13	86	8	-22	5	0.9	9
C=CCNc1nc(-c2ccccc2)nc(-n2ccnc2)n1	96	0.1	3	-9	108	8	-9	3	0.9	9
CCC(=O)N/C(=N\OCc1ccc(F)cc1)c1nonc1NC(=O)CC	107	-0.1	-1	-2	101	-8	0	10	1	3
C/C(=N\NC(=O)c1ccc2c(c1)OCO2)c1ccc(C(=O)O)s1	107	-0.2	10	-26	122	-4	6	17	1	-4
COCCn1nnnc1C(c1cc2cc(C)ccc2[nH]c1=O)N1CCCCCC1 (centres undefined)	112	-0.1	8	0	100	-6	-8	3	0.6	44
CCN(CC)CCN1C(=O)C(O)=C(C(=O)c2cccs2)C1c1ccccn1 (centres undefined)	92	-0.5	15	-5	104	16	6	5	0.8	15
CC(C)(C)C(=O)Nc1cccc(-c2nc3ccccc3c(=O)o2)c1	74	-0.2	2	26	76	33	-6	-1	1	1
CCOc1cccc(C(=O)NC(=S)Nc2cccc(C)c2)c1	96	-0.2	-5	-10	109	8	-26	-17	0.8	21
COCCn1nnnc1C(c1ccc(OC)cc1)N1CCC(C)CC1 (centres undefined)	99	-0.2	1	0	101	8	-7	4	1	4
CCC(C)[C@@H](C(=O)Nc1ccc2c(c1)OCO2)N1Cc2ccccc2C1=O (some centres undefined)	104	-0.2	5	0	100	4	-6	-5	0.9	11
CCNC(=O)Nc1nc2ccccc2s1	108	-0.4	1	-48	146*	-10	-77	4	1	1
COc1cccc(C(=O)NCc2cccnc2)c1	105	-0.2	6	-13	113	0	-13	16	1	0
CC(C(=O)NC1CCCc2ccccc21)N1CCN(c2ccc(F)cc2)CC1 (centres undefined)	109	-0.4	15	-8	107	-4	2	3	0.9	10
COc1cccc(CNc2ccc(F)c(Cl)c2)c1O	110	-0.3	.	0	100	-4	-39	19	.	.
O=C(Cn1cnc2ccccc2c1=O)NCC(=O)N1CCOCC1	97	-0.2	5	4	95	6	7	-11	1	3
Cc1nc2cc(N)ccc2n1-c1ccccc1	98	-0.3	4	-1	99	10	11	-15	1	0
NC(=O)CSc1nc(-c2ccccc2)nc2c1CCCC2	97	-0.1	12	-6	104	6	-2	5	0.9	9
